Screening data: PubChem BioAssay, several laboratories
KOR beta-arrestin-1: KOR agonists, beta-arrestin recruitment, primary screen, cell-based, luminescence, uHTS (AID 1777); KOR beta-arrestin recruitment, luminescence; higher % means a stronger effect; activation, % at 10 µM; hits with a dose series show EC50 in µM; 280,000 compounds, 0.02% hits; in the data active = activation above about 50%, passing the limit was not always enough; also: a part of the inactive calls stands beside numbers as strong as those of hits
UTI89 phage lysis: inhibition of K1F phage lysis, E. coli UTI89, bacterial capsule biogenesis inhibitors, alamar blue (AID 488966). E. coli UTI89 K1F phage lysis, alamar blue, 2 h; higher % means a stronger effect. 340,000 compounds, 0.02% hits. inhibition, % at 100 µM, or IC50 in µM where a hit was titrated;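 active = phage lysis inhibition, versus mean bacterial control, above a set limit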;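 also: capsule biogenesis inhibitors block K1F phage lysis so surviving cells raise fluorescence; higher fluorescence means more inhibition of phage lysis; actives were called in the ten point dose series up to 300 µM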
GPR55 activation: selective activators of receptor GPR55 – imaging, U2OS cells, beta-arrestin-GFP redistribution, primary screen (AID 1961); 290,000 compounds, 0.048% hits; U2OS GPR55 beta-arrestin-GFP redistribution imaging; higher % means a stronger effect; activation, % at 10 µM, or EC50 in µM where a hit was titrated;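 active = activation above 40% with more than 50 cells counted in the well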;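 also: U2OS osteosarcoma cells stably expressing GPR55 and beta-arrestin-GFP; plate controls were DMSO negative control for no effect and LPI positive control for full effect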
GPR35 arrestin U2OS: GPR35 antagonists blocking zaprinast-driven arrestin recruitment, primary screen, imaging, U2OS, beta-arrestin-GFP, zaprinast agonist (AID 2058); one-dose inhibition, % at 10 µM; IC50 in µM for titrated hits; 290,000 compounds, 0.052% hits; U2OS GPR35 beta-arrestin-GFP translocation imaging, zaprinast antagonism; higher % means a stronger effect;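 active = inhibition of at least 50% with at least 30 cells and total cytoplasm GFP at most 10,000,000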
NTR1 ag: NTR1-driven beta-arrestin-GFP spot formation – imaging, U2OS cells, high content, primary screen (AID 493036); P30989; agonist mode; activation, % at 20 µM; 330,000 compounds, 0.17% hits;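 active = activation at or above 40% of the spot to cytoplasm intensity ratio, with at least 20 cells analyzed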;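 also: 0% = DMSO without peptide and 100% = 100 nM NTR1 peptide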
Target sequence (P30989 whole entry, looked up): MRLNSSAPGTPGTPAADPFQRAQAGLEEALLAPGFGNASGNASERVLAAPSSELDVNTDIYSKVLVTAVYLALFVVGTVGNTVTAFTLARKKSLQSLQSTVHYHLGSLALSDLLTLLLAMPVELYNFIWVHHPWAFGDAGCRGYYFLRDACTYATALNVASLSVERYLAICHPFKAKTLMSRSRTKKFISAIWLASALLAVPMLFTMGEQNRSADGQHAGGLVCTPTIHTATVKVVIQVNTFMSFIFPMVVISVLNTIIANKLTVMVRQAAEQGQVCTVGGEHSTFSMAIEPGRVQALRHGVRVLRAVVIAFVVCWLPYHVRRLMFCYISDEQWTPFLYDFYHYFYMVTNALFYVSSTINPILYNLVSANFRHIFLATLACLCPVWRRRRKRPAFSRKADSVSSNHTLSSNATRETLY
NOD1 NF-kB reporter: NOD1 signaling inhibitors, primary screen, cell-based, luminescence, uHTS (AID 1578); NOD1-driven NF-kB luciferase reporter cells, luminescence; higher % means a stronger effect; one-dose inhibition, % at 4 µM; EC50 in µM for titrated hits; 290,000 compounds, 1% hits; in the data active = inhibition mostly above about 36%, no sharp cut-off; inactive = mostly below about 34%;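 also: HEK-293T reporter cells stimulated with the NOD1 agonist gamma-tri-DAP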
MgcRacGAP inhibition: MgcRacGAP GTPase-activating activity inhibitors, confirmation, biochemical, ADP Hunter fluorescence | MgcRacGAP-stimulated Rac1 GTP hydrolysis, ADP Hunter fluorescence; higher % means a stronger effect; GST-tagged Rac1 F28L mutant substrate | inhibition, % at 30 µM; hits with a dose series show IC50 in µM | 340,000 compounds, 0.6% hits | AID 624330;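 active = first-screen hits whose inhibition reached a set limit at any dose in the follow-up dose series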;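 also: fluorescence reports GDP produced by GAP-driven GTP hydrolysis; strong numbers were not always called active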
KOR beta-arrestin-2: kappa opioid receptor blockers – cell-based, luminescence, uHTS (AID 1778); KOR beta-arrestin recruitment, luminescence, antagonist mode; higher % means a stronger effect; inhibition, % at 10 µM, or IC50 in µM where a hit was titrated; 290,000 compounds, 0.091% hits; in the data active = inhibition above about 50%; also: strong numbers were not always called active
GPR55 LPI antagonism: GPR55 antagonists blocking LPI-driven arrestin recruitment, primary screen, imaging, U2OS, beta-arrestin-GFP, LPI agonist (AID 2013); U2OS GPR55 beta-arrestin-GFP translocation imaging, LPI antagonism; higher % means a stronger effect; one-dose inhibition, % at 10 µM; IC50 in µM for titrated hits; 290,000 compounds, 0.13% hits;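 active = spots per cell inhibited over 60%, with over 100 cells counted and total cytoplasm intensity under 500,000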;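 also: U2OS cells stably carrying GPR55 and arrestin-GFP stimulated by 5 µM LPI near EC80; imaged beta-arrestin-GFP aggregate spots per cell after agonist stimulation; plate controls were LPI-stimulated DMSO wells for no effect and DMSO wells without LPI for full effect; some results filed as inactive read as strong as hits; confirmed hits need IC50 under 10 µM and bright autofluorescent wells are also inconclusive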
NTR1 ag cell count 20 µM: further read-out of NTR1 ag, marked with its call; cell count; measured here: cell count, cytotoxicity flag
* = called active by the depositor; / = no result given; [ ] = another dose, or the depositor's remark. This is a subset. The share of hits here may be higher or lower than overall.

SMILES | KOR beta-arrestin-1 | UTI89 phage lysis | GPR55 activation | GPR35 arrestin U2OS | NTR1 ag | NTR1 ag cell count 20 µM | NOD1 NF-kB reporter | MgcRacGAP inhibition | KOR beta-arrestin-2 | GPR55 LPI antagonism
C=CC(C)n1c(Br)nc2c1c(=O)[nH]c(=O)n2C (stereo not given) | -5.2% | -1.1% | -0.2% | 4.1% | -1.4 | 46 | 7.7% | -2.6% | -22.9% | 0.1%
C/C(=N\NC(N)=O)C1CC(Cc2ccccc2)C(=O)O1 (stereo not given) | -0.8% | 1.3% | -0.2% | 1.7% | 2.6 | 55 | -35.5% | 11.0% | -19.1% | -3.6%
Cn1c(CO)cnc1S(=O)(=O)Cc1ccc([N+](=O)[O-])cc1 | 2.1% | 0.3% | 0.6% | 9.8% | -0.3 | 65 | -28.1% | 6.2% | -28.6% | -0.7%
CC1(C)Cc2c(sc3c2c(=N)n(Cc2ccco2)c(=O)n3Cc2ccc(F)cc2)CO1 | -1.7% | 1.0% | 2.0% | 7.6% | 10.7 | 42 | -16.0% | 10.9% | 10.3% | 6.2%
COc1ccc(CCNC(=O)c2ccccc2NC(=O)C2=C(C)OCCS2)c(OC)c1 | 11.1% | 0.4% | -0.3% | 1.9% | 2.7 | 51 | 51.1%* | 10.7% | -6.3% | 4.4%
O=c1c([N+](=O)[O-])cccn1Cc1ccc(F)cc1Cl | -3.9% | 0.2% | 1.4% | -1.9% | -0.9 | 50 | -8.2% | 4.4% | 7.2% | 7.9%
CC(C)NC(=O)c1onc(CSc2ccccn2)c1C(=O)NC(C)C | -3.4% | 3.5% | -0.2% | -13.8% | -4.5 | 41 | 4.9% | 7.1% | 36.4% | 1.6%
Nc1ccc(N=Nc2ccccc2)c2cccnc12 | 6.2% | -2.1%[50 µM] | -0.2% | -7.9% | 15.8 | 79 | -3.3% | 21.7% | -4.3% | -1.4%
N#Cc1ccc(Cn2ccnc2C(=O)Nc2ccccc2)cc1 | -2.8% | -0.1% | -0.2% | 20.0% | 1.4 | 105 | -44.5% | 4.3% | -12.9% | -3.9%
C1=C(c2ccccc2)CCN(c2ncnc3nc[nH]c23)C1 | -1.5% | -0.1% | 0.2% | -0.6% | -2.1 | 65 | 1.5% | 13.9% | 23.3% | -7.4%
CC(C)(C)CN1CCNC(=O)C1CC(=O)NCCc1ccccc1C(F)(F)F (stereo not given) | 3.7% | 0.5% | -0.1% | -3.6% | 1.1 | 47 | -17.1% | 0.6% | -23.2% | -8.3%
COc1ccc(CNC(=O)[C@@H](NC(=O)C2CCN(S(=O)(=O)c3ccccc3)CC2)C(C)C)cc1 | -1.9% | 4.0% | -0.1% | 2.3% | 0.9 | 39 | -2.4% | 11.3% | -5.4% | 1.6%
O=C(O)c1ccccc1C(=O)Nc1ccc(S(=O)(=O)Nc2ccc(F)cc2)cc1 | 0.3% | -0.9%[50 µM] | 0.0% | 2.7% | -0.7 | 79 | -17.7% | 8.5% | 6.0% | -2.0%
Cc1ccc(C(=O)NC2CCN(CCCC(=O)c3ccc(F)cc3)CC2)cc1 | 2.1% | -0.4% | 0.5% | -1.1% | -1.4 | 42 | -37.0% | 0.7% | 0.7% | 4.9%
Cc1cc(C(=O)Nc2ccc(F)cc2C)cs1 | -0.1% | 3.2%[50 µM] | 0.0% | -15.0% | 0.6 | 59 | -45.9% | 3.4% | 33.5% | 7.8%
O=C(CNCc1ccccc1)Nc1cccc(Cl)c1Cl | -6.0% | 0.5% | -0.1% | -8.2% | 3.8 | 73 | -4.6% | 27.2% | -21.8% | -8.0%
C=CCSc1nncn1/N=C/c1ccc(OC)cc1 | -0.8% | -0.5% | 1.2% | 9.9% | 0.3 | 96 | -118.7% | -12.8% | -6.2% | 10.2%
Cc1noc(/C=C/N(C)C)c1S(=O)(=O)N(C)CC(=O)NC1CCCCC1 | 3.3% | 0.4% | 0.2% | -8.3% | 0.8 | 67 | -6.4% | 4.0% | -6.2% | -7.3%
CC1CCCCN1C(=O)N[C@@H](Cc1ccccc1)C(=O)O (stereo not given in full) | -5.6% | 7.2% | 0.4% | 2.0% | -0.7 | 65 | 1.6% | -9.0% | -14.5% | -7.8%
O=C(Nc1cccnc1)C1CCC(CNS(=O)(=O)c2cccc3nsnc23)CC1 (stereo not given) | -1.5% | 0.0% | -0.3% | 7.7% | 0.7 | 59 | 10.3% | 4.2% | 15.1% | 0.2%
Cc1ccccc1N1C(=O)c2ccccc2NC1c1ccncc1 (stereo not given) | -3.2% | 6.4% | -0.2% | -6.6% | 2.2 | 34 | -12.5% | 5.7% | -17.9% | 2.8%
CC(=O)Oc1ccc(N(C(C)=O)S(=O)(=O)c2ccc(C)c([N+](=O)[O-])c2)cc1 | 0.6% | 1.6% | 0.2% | 4.6% | 0.6 | 55 | -14.2% | 4.4% | 11.8% | 9.6%
Cc1cc(=O)oc(C)c1C(=O)NC1CCCCCCC1 | 2.8% | 0.1% | -0.3% | -1.6% | 1.0 | 61 | -42.3% | 1.3% | -1.8% | 12.3%
c1ccc(CN2CN=C(Nc3nc4ccccc4s3)NC2)cc1 | -0.2% | 0.6% | 0.2% | 13.4% | 4.7 | 84 | -30.1% | 3.5% | 6.0% | -2.0%
Cn1c(C(=O)N[C@@H](Cc2ccccc2)C(=O)O)cc2cc(Cl)ccc21 | 0.2% | 0.2% | -0.1% | 1.2% | -1.6 | 99 | -6.9% | / | -13.5% | 10.3%
Cc1ccccc1OCCC(=O)Nc1cccc(S(=O)(=O)Nc2ccccc2Cl)c1 | 2.8% | 4.8% | 0.2% | -1.0% | 1.6 | 45 | 15.9% | 5.0% | 1.7% | 7.2%
COc1ccc(CNC(=O)CC23CC4CC(CC(C4)C2)C3)cc1OC | 1.4% | -0.2% | 0.2% | 11.8% | 0.0 | 52 | -3.3% | 8.3% | 12.0% | 3.1%
O=C(CN(Cc1ccccc1)C(=O)CSc1nnc(COc2ccccc2)o1)NC1CCCC1 | 2.0% | 2.0% | 0.3% | -9.9% | 0.5 | 70 | -14.5% | 6.6% | -14.3% | 7.5%
Cc1ccc(SCC(=O)Nc2cc([N+](=O)[O-])ccc2O)cc1 | -5.9% | -1.8% | -0.2% | -8.6% | 2.1 | 44 | 77.2%* | 1.5% | -16.3%[20 µM] | -5.6%
CCC1CCCCN1C(=O)CSc1nnc(-c2ccc3c(c2)OCCO3)o1 (stereo not given) | -5.7% | 5.3% | 0.3% | 6.9% | 0.3 | 51 | 11.5% | -4.8% | -16.4% | 9.1%
Cc1ccc([N+](=O)[O-])cc1S(=O)(=O)N1CCN(C)CC1 | -1.2% | 2.5% | -0.1% | -1.5% | -1.0 | 40 | 13.8% | 3.5% | -44.6%[20 µM] | 14.9%
CC(Oc1ccc(Cl)cc1Cl)C(=O)Nc1ccc2oc(-c3ccncc3)nc2c1 (stereo not given) | 2.1% | 0.4% | 0.3% | -11.2% | 9.5 | 90 | 12.5% | 3.1% | -9.3% | 4.2%
CCOC(=O)C1CCCN(c2nc3ccccc3nc2C(C#N)C(=O)OCCOC)C1 (stereo not given) | -3.7% | 0.0% | -0.1% | 11.5% | 2.0 | 48 | -44.1% | 5.0% | 19.0% | 12.4%
O=C1c2ccccc2C(=O)N1CCCON1C(=O)c2ccccc2C1=O | -1.1% | 2.4% | 0.3% | -17.6% | 2.7 | 56 | -34.7% | 5.6% | 13.9% | 8.4%
CCc1nnc(NC(=O)C2CCCN(c3nc4ccccc4s3)C2)s1 (stereo not given) | 15.0% | 0.0% | -0.2% | 7.6% | 3.6 | 61 | 4.5% | 7.2% | 35.1% | 43.1%
CC(C)(C)n1nc2c(c1NC(=O)CCCc1ccccc1)CS(=O)C2 (stereo not given) | 1.3% | -0.3% | -0.1% | 19.1% | -2.2 | 72 | -2.1% | -3.5% | -29.3% | -3.2%
CCN1CCN(C(=O)c2ccc3c(c2)N(Cc2ccccc2F)C(=O)c2ccccc2S3(=O)=O)CC1 | -4.3% | 0.3% | -0.1% | -6.6% | -0.9 | 75 | -8.1% | 11.7% | 0.0% | 1.6%
O=C1NC(=O)/C(=C/c2cccc(O)c2)N1 | 3.5% | 0.4% | -0.1% | -7.1% | / | / | 19.2% | 5.0% | 7.7% | -4.7%
Cc1nn(C)c(Oc2ccccc2)c1CCNC(=O)CCl | 0.3% | 0.1% | -0.3% | -0.8% | 0.8 | 36 | 37.9% | 2.0% | 13.3% | 2.6%
Cc1nc(NCCN2CCOCC2)c2nnn(Cc3c(F)cccc3Cl)c2n1 | 1.9% | -0.8% | -0.2% | 10.4% | 0.3 | 53 | -16.8% | 4.0% | -16.6% | 0.7%
COc1ccc(C2C(=O)c3ccccc3C2=O)c(OC)c1 | 0.6% | 0.5% | 0.2% | -11.4% | -1.1 | 70 | -12.9% | 4.7% | -24.4% | 23.0%
COc1ccc(CCNC(=O)C2CCN(c3nn4c(=O)cc(C)nc4s3)CC2)cc1OC | -2.3% | 2.4% | 0.5% | 25.7% | 3.3 | 41 | -18.4% | 11.5% | -34.1% | 7.5%
COC(=O)c1oc2ccc(Cl)cc2c1NC(C)=O | 0.7% | -0.4% | -0.1% | -12.2% | -1.2 | 92 | / | -1.8% | -0.9% | 3.0%
COC(=O)CCCCCCCCC(O)CN1CCCCC1 (stereo not given) | 4.2% | 2.0% | 0.1% | -12.2% | 0.6 | 68 | -15.5% | 5.6% | 5.7% | 3.3%
CN1C(=O)/C(=C/c2ccc(C(=O)Nc3ccc(O)cc3C(=O)O)cc2)SC1=S | 6.3% | 0.0% | 2.6% | 0.6% | 1.6 | 62 | 14.8% | 55.1µM* | -37.9% | -11.7%
COCCNC(=O)c1onc(CSc2ccncc2)c1C(=O)NCCOC | 0.6% | 0.0% | -0.2% | -8.5% | -2.9 | 83 | 3.4% | -2.0% | 16.1% | 1.7%

3 compounds out of the list above, arranged by the number in MgcRacGAP inhibition, rising:
| smiles | MgcRacGAP inhibition |
| --- | --- |
| COCCNC(=O)c1onc(CSc2ccncc2)c1C(=O)NCCOC | -2.0% |
| COC(=O)c1oc2ccc(Cl)cc2c1NC(C)=O | -1.8% |
| COc1ccc(CCNC(=O)C2CCN(c3nn4c(=O)cc(C)nc4s3)CC2)cc1OC | 11.5% |
